NCI-60 one-dose screen, 48 h, at 10 µM unless noted. Numbers give growth in % (100 = growth as untreated, 0 = no growth, -100 = all killed).
PC-3 – PC-3 prostate cancer cells; hit rate 3.9% among 80,000; AID 1794754
SK-OV-3 – SK-OV-3 ovarian cancer cells | hit rate 3.2% among 80,000
U251 – U251 CNS tumor cells; hit rate 5.4% among 80,000
OVCAR-3 – OVCAR-3 ovarian cancer | hit rate 7% among 79,000
DU-145 – DU-145 prostate cancer | hit rate 4.2% among 81,000 | AID 1794760
SF-295 – SF-295 CNS cancer cells | hit rate 5.6% among 79,000 | AID 1794758
OVCAR-5 – OVCAR-5 ovarian cancer. AID 1794783. hit rate 2.9% among 82,000
OVCAR-8 – OVCAR-8 ovarian cancer. hit rate 4.4% among 81,000
OVCAR-4 – OVCAR-4 ovarian cancer cells; hit rate 3.7% among 80,000; AID 1794784
The depositor's hits bear a star; / = not tested or not shown; & = joins results of further samples; [ ] = dose if it differs, or a comment. Rule for the calls: active = growth percent below 10; inactive = the rest.

SMILES	PC-3	SK-OV-3	U251	OVCAR-3	DU-145	SF-295	OVCAR-5	OVCAR-8	OVCAR-4
CCOC(=S)S[C@H]1C[C@@H]2[C@H](CC[C@]3(C)C(=O)CC[C@@H]23)[C@@]2(C)CCC(=O)C=C12	106	108	102	115	103	96	102	100	106
CN(C)CCc1ccccn1	95	101	96	104	104	100	108	102	105
NNc1ccc([N+](=O)[O-])cc1	58	92	72	89	71	45	89	54	77
O=C1CCC2(O)[C@@H]3Cc4ccc(O)c5c4[C@]2(CCN3Cc2ccoc2)C1O5 (stereo partly drawn)	44	105	101	107	106	/	99	102	105
NC(CCl)CCl	104	-100*	100	100	105	94	107	100	102
CC1CN2C(=O)C1(c1ccccc1)C(=O)NC2=S (stereo not drawn)	102	110	99	109	107	97	96	101	102
O=C(CC1(O)C(=O)N(Cc2ccccc2)c2ccc(F)cc21)c1ccc(C(=O)NCC2CCC3(CC2)OOC2(CCCCC2)OO3)cc1 (stereo not drawn)	-59*	41	-80*	-77*	-94*	-14*	4.6*	-30*	-32*
CN(C(=O)CCl)c1ccccc1	96	112	98	103	101	105	115	102	100
CNC(Cc1ccccc1)c1ccco1 (stereo not drawn)	95	104	109	102	108	100	97	/	95
O=C(OCCOc1ccccc1)C(Cl)(Cl)Cl	104	102	102	128	112	136	113	100	103
CC(C)(C)c1ccc(OP(=O)(Oc2ccc(C(C)(C)C)cc2)Oc2ccc(C(C)(C)C)cc2)cc1	97	110	99	109	112	97	106	97	99
O=C1OC(c2cccnc2)=N/C1=C\c1cccnc1	94	102	107	95	100	97	96	98	93
O=C1NC(=O)C(=Cc2ccc(OCC(=O)N3CCOCC3)cc2)C(=O)N1	104	100	107	106	112	104	107	105	112
CC(=O)C(c1c(O)c2ccccc2oc1=O)c1cc(=O)oc2cc(C)ccc12 (stereo not drawn)	81	102	91	107	113	103	103	99	111
c1ccc2c(c1)oc1ccccc12	101	104	98	102	103	104	110	99	115
CC(C)c1cccc(C(C)C)c1OCCN1CCCC1	90	108	99	106	/	93	91	108	96
C#Cc1ccc2c(c1)C(c1ccccc1)=NCC(=O)N2C	54	32	37	9.2*	70	25	85	63	91
CCCOC(=O)N[C@H]1CCc2c(Br)c(OC)c(OC)c(OC)c2-c2ccc(SC)c(=O)cc21	21	41	18	-17*	-16*	5.5*	37	13	33
Clc1cc(N2CC2)nc(N2CC2)n1	65	71	68	107	53	41	102	64	95
N[C@@H](CCC(=O)CBr)C(=O)O	96[20 µM]	104[20 µM]	97[20 µM]	117[20 µM]	108[20 µM]	102[20 µM]	95[20 µM]	106[20 µM]	98[20 µM]
O=P(N1CCOCC1)(N1CCOCC1)N1CCOCC1	100	110	97	107	103	86	113	97	108
CCOC(=O)c1ccccc1C(=O)OCC	113	113	100	107	118	84	100	84	96
C(#CCN1CCCCC1)CN1CCCCC1	111	104	/	105	104	106	101	98	116
O=c1c2ccccc2nc(-c2ccccc2Cl)n1-c1nnc(C(F)(F)F)s1	20	26	17	19	57	12	78	33	37
CC(=O)Nc1ccc(/C=C/c2ccc(N=C=S)cc2S(=O)(=O)O)c(S(=O)(=O)O)c1	95	98	99	108	115	94	101	109	97
Following part:
SMILES	PC-3	SK-OV-3	U251	OVCAR-3	DU-145	SF-295	OVCAR-5	OVCAR-8	OVCAR-4
COc1ccc2c(c1)NC1=C(C(=O)OC1)C2c1cc(OC)c(OC)c(OC)c1 (stereo not drawn)	21	37	5.8*	-42*	-25*	1.1*	36	15	37
O=C(/C=C/c1ccc(OC(F)(F)F)cc1)c1nc2ccccc2n1Cc1ccc(Br)cc1	85	102	79	91	93	89	102	85	88
Cc1ncc(CNC(=O)N(CCCl)N=O)c(N)n1	102	103	70	113	117	74	103	99	112
O=S(=O)(C(Cl)(Cl)Cl)C(Cl)(Cl)Cl	98	107	101	109	105	94	108	97	106
CC(Cc1ccc(O)cc1)NCC(O)c1cc(O)cc(O)c1 (stereo not drawn)	89	99	104	113	118	94	/	103	116
CN(CCF)/N=N/c1nc[nH]c1C(N)=O	55	-4.1*	91	/	25	20	63	27	44
CCCC1(C(=O)OCC)CCOC1=O (stereo not drawn)	84	114	105	88	93	107	74	97	95
O=[N+]([O-])c1ccc(CBr)cc1	104	105	105	104	91	104	98	103	104
CCNc1nc2c(s1)C1=CC[C@@H]3[C@H](CC[C@]4(C)C(=O)CC[C@@H]34)[C@@]1(C)CC2	100	106	97	116	107	107	112	103	103
COc1cc(C2=NN(C(C)=O)C(c3sc(N(CCCl)CCCl)nc3Cl)C2)cc(OC)c1OC (stereo not drawn)	90	91	95	94	108	104	96	95	96
CN(C)C(Cc1ccccc1)c1ccccc1 (stereo not drawn)	104	96	100	95	108	100	97	108	93
CNP1(NC)=NP(NC)(NC)=NP(NC)(NC)=N1	84	88	98	109	105	98	102	90	92
Fc1ccc(C2=NN(c3cc(Cl)cc(Cl)c3)C(c3sc(N(CCCl)CCCl)nc3Cl)C2)cc1 (stereo not drawn)	77	82	94	106	108	99	107	98	98
COC(=O)C(Cl)(Cl)Cl	106	110	102	103	109	126	118	101	105
C[C@]12C[C@H](O)[C@H]3[C@@H](CCC4=CC(=O)CC[C@@]43C)[C@@H]1CC[C@@H]2O	95	105	/	112	112	86	105	114	104
O=C1NC(=S)NC(=O)C1=C/C=C/c1ccccc1	88	102	94	110	115	81	102	99	100
O=C(NCCCOc1ccc([N+](=O)[O-])cc1Cl)Nc1ccc(S(=O)(=O)F)cc1	81	96	85	87	109	/	92	95	99
NCC(CC(=O)O)c1ccc(Cl)cc1 (stereo not drawn)	101	/	99	114	114	/	117	100	98
CC1CCN(C(CC(=O)c2ccccc2)C(=O)c2ccccc2)CC1 (stereo not drawn)	98	109	89	105	108	111	89	95	102
Nc1c(F)cc(-c2nc3cc(F)ccc3[se]2)cc1Br	66	40	88	41	99	74	8.2*	93	30
Nc1nn[nH]n1	106&99	104&108	98&97	120&110	114&113	99	124&102	110&102	104&109
O=C1NC(=S)S/C1=C\c1ccc(N(CCCl)CCCl)cc1	90	121	92	114	113	85	102	99	91
O=S(=O)(O)c1ccc(-c2ccc([As](=O)(O)O)cc2)cc1	98	105	96	107	110	101	106	94	99
Cc1cc(C(C)(C)c2ccc(O)c(C)c2)ccc1O	123	102	87	86	107	104	88	82	84
C=CCc1cc(-c2cc(CC=C)c(O)c(CNCCCl)c2)cc(CNCCCl)c1O	85	106	98	94	111	120	92	99	103

Part of the list above in order of molar mass, lowest first.
SMILES	PC-3	SK-OV-3	U251	OVCAR-3	DU-145	SF-295	OVCAR-5	OVCAR-8	OVCAR-4
NC(CCl)CCl	104	-100*	100	100	105	94	107	100	102
c1ccc2c(c1)oc1ccccc12	101	104	98	102	103	104	110	99	115
CN(C(=O)CCl)c1ccccc1	96	112	98	103	101	105	115	102	100
Clc1cc(N2CC2)nc(N2CC2)n1	65	71	68	107	53	41	102	64	95
CN(CCF)/N=N/c1nc[nH]c1C(N)=O	55	-4.1*	91	/	25	20	63	27	44
N[C@@H](CCC(=O)CBr)C(=O)O	96[20 µM]	104[20 µM]	97[20 µM]	117[20 µM]	108[20 µM]	102[20 µM]	95[20 µM]	106[20 µM]	98[20 µM]
CN(C)C(Cc1ccccc1)c1ccccc1 (stereo not drawn)	104	96	100	95	108	100	97	108	93
CC(C)c1cccc(C(C)C)c1OCCN1CCCC1	90	108	99	106	/	93	91	108	96
O=C(OCCOc1ccccc1)C(Cl)(Cl)Cl	104	102	102	128	112	136	113	100	103
C[C@]12C[C@H](O)[C@H]3[C@@H](CCC4=CC(=O)CC[C@@]43C)[C@@H]1CC[C@@H]2O	95	105	/	112	112	86	105	114	104
O=P(N1CCOCC1)(N1CCOCC1)N1CCOCC1	100	110	97	107	103	86	113	97	108
O=S(=O)(O)c1ccc(-c2ccc([As](=O)(O)O)cc2)cc1	98	105	96	107	110	101	106	94	99
CCNc1nc2c(s1)C1=CC[C@@H]3[C@H](CC[C@]4(C)C(=O)CC[C@@H]34)[C@@]1(C)CC2	100	106	97	116	107	107	112	103	103
COc1ccc2c(c1)NC1=C(C(=O)OC1)C2c1cc(OC)c(OC)c(OC)c1 (stereo not drawn)	21	37	5.8*	-42*	-25*	1.1*	36	15	37
Nc1c(F)cc(-c2nc3cc(F)ccc3[se]2)cc1Br	66	40	88	41	99	74	8.2*	93	30
C=CCc1cc(-c2cc(CC=C)c(O)c(CNCCCl)c2)cc(CNCCCl)c1O	85	106	98	94	111	120	92	99	103
CC(=O)Nc1ccc(/C=C/c2ccc(N=C=S)cc2S(=O)(=O)O)c(S(=O)(=O)O)c1	95	98	99	108	115	94	101	109	97
Fc1ccc(C2=NN(c3cc(Cl)cc(Cl)c3)C(c3sc(N(CCCl)CCCl)nc3Cl)C2)cc1 (stereo not drawn)	77	82	94	106	108	99	107	98	98

Entries of single compounds, looked up by structure:
`O=S(=O)(O)c1ccc(-c2ccc([As](=O)(O)O)cc2)cc1` across the screens: PC-3 = 98; SK-OV-3 = 105; U251 = 96; OVCAR-3 = 107; DU-145 = 110; SF-295 = 101; OVCAR-5 = 106; OVCAR-8 = 94; OVCAR-4 = 99
`NCC(CC(=O)O)c1ccc(Cl)cc1` (stereo not drawn) across the screens: PC-3 = 101; SK-OV-3 = /; U251 = 99; OVCAR-3 = 114; DU-145 = 114; SF-295 = /; OVCAR-5 = 117; OVCAR-8 = 100; OVCAR-4 = 98

Further structures.
SMILES	PC-3	SK-OV-3	U251	OVCAR-3	DU-145	SF-295	OVCAR-5	OVCAR-8	OVCAR-4
S=c1nc2[se]c3c(c2c(Nc2ccccc2)[nH]1)CCCCC3	87	104	106	129	103	92	111	100	102
Cn1c(N)nc(N)nc1=N	83	105	96	/	111	102	88	98	/
OCCCN1CCN(c2ccccc2Cl)CC1	91	100	100	104	114	105	98	102	115
C[CH2][Sn]([Cl])([Cl])[CH2]C.Oc1ccccc1C=NCCN=Cc1ccccc1O	90	101	93	103	111	/	104	100	/
CCOP(=O)(OCC)/C(C#N)=C/c1ccc(Br)cc1	96	97	99	112	107	106	91	100	98
Cc1cc(N(CCCl)CCCl)ccc1C=Nc1ccc2ccccc2c1	77	81	63	86	71	/	24	73	84
CN1C(=O)C(=Cc2coc3ccccc3c2=O)C(=O)N(C)C1=O	95	/	93	104	107	/	92	87	98
COc1cc([C@@H]2c3cc4c(cc3[C@H](OC(C)=O)[C@H]3COC(=O)[C@@H]23)OCO4)cc(OC)c1OC	15	-10*	8.2*	13	3.3*	-16*	26	6.3*	30
CC(C)(C)NCC(O)c1cc(Cl)c(N)c(Cl)c1 (stereo not drawn)	102	94	97	113	103	114	88	97	113
CNC(Cc1ccccc1)c1ccc(N(C)C)cc1 (stereo not drawn)	101	102	106	100	103	91	86	/	93
COc1cc2cc(C(=O)N3C[C@@H](CCl)c4c3cc(OC(=O)N3CCN(C)[C@@H]5CSSC[C@@H]53)c3ccccc43)[nH]c2c(OC)c1OC	-1.7*	-6.6*	7.2*	-16*	-4.9*	-9.0*	-6.7*	-3.4*	-6.9*
O=C1CC(N2CC2)C(=O)N1c1ccccc1 (stereo not drawn)	104	123	100	117	116	97	101	98	113
CC[C@H](C)[C@H](NC(=O)[C@H]1CCCCN1C)C(=O)N(C)[C@H](C(=O)NC12C3C4C1C1C2C3C41C(=O)N[C@@H](Cc1ccccc1)C[C@H](C)C(=O)OC)C(C)C (stereo partly drawn)	90	95	90	107	118	93	91	95	86
CC1=C2[C@@H](CC1)[C@]1(C)O[C@@](C(C)C)(C[C@H]1O)[C@H]2OC(=O)C1CC1c1ccccc1 (stereo partly drawn)	57	91	84	100	106	92	98	72	92
C/C(CCl)=N\NC1=NC(C)(CCl)P(=O)(NNc2ncccn2)S1 (stereo not drawn)	101	107	109	122	107	95	106	103	107
COc1ccc2c(c1OC)C(=O)O[C@@H]2[C@H]1c2cc3c(cc2CCN1C)OCO3	99&97	102&106	119&102	122&129	130&125	118&94	74	102	129&108
Cc1ccc(S(=O)(=O)F)cc1C(=O)O	110	88	/	109	104	95	102	116	110
CC1=C2[C@H]3OC(=O)[C@@H](C)[C@@H]3CC[C@@]2(C)C=CC1=O	50	122	101	129	109	106	91	116	110
Cc1ccc2c(c1N)C(=O)c1ccccc1C2=O	86	116	97	91	90	102	89	99	100
CC(=O)Nc1cccc([As](=O)(c2cccc(NC(C)=O)c2)c2cccc(NC(C)=O)c2)c1	/	96	97	108	100	102	97	96	96
CC(=O)C1CCC2C3CC=C4CC(OC(=O)Cc5ccc(N(CCCl)CCCl)cc5)CCC4(C)C3CCC12C (stereo not drawn)	86	112	106	100	86	108	107	103	99
OCCCCCNC1CCCCC1	101	102	101	125	115	110	86	103	103
Brc1ccc(Oc2ccc(Br)cc2Br)c(Br)c1	72	74	91	105	102	99	102	96	97
CC(C)C[C@H](NC(=O)CN1C(=O)CN=C(c2ccccc2)c2ccccc21)B(O)O	103	99	99	108	108	97	105	104	97
COS(=O)(=O)c1ccc(C)cc1	94	98	100	107	113	96	95	102	100
COc1ccc([N+](=O)[O-])cc1	99	107	102	114	109	105	98	99	102
[O-][n+]1ccccc1S	31	91	30	17	32	44	59	17	36
Cc1ccc2c(c1)Cc1c(C(=O)NN3CCCCC3)nn(-c3ccc(Cl)cc3Cl)c1-2	65	97	72	78	96	71	101	87	83

Screening results: PubChem, NCI

This is a subset; the hit share may differ from the screen's.
